Screening data as filed in PubChem.
proCasp3 act: procaspase-3 (human) activation | recombinant procaspase-3 D3A, Ac-DEVD-pNA absorbance 405 nm | activation, % at 8.5 µM | P42574 | hit rate 0.11% among 330,000;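 active means activation above the mean of all tested compounds plus 3 SD, cut at about 21% in these data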;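 further: 0% = DMSO alone and 100% = DMSO wells spiked with extra 5 µM PC-3 D3A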
Target sequence (P42574 whole entry D9A/D28A/D175A): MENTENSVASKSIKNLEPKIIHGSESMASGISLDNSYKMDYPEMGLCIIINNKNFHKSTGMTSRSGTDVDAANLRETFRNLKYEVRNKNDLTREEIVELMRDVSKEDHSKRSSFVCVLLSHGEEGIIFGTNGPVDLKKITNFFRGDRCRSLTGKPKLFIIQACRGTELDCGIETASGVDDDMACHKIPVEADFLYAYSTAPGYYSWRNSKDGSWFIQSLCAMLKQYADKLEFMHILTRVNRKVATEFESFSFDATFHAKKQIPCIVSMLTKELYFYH
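Assay system: Procaspase-3 D3A mutant, all three cleavage aspartates alanine. Buffer or medium: Zinc-free HEPES saline buffer with Triton X-100. Times: 1 h compound preincubation, 2 h substrate hydrolysis at 25 °C. Measured by: 405 nm absorbance of p-nitroaniline, reads at 0 and 120 min. Read-out basis: percent activation relative to control range. Replicates: singlicate.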
Efflux pump inh: inhibitors of Candida antifungal efflux pumps expressed in yeast; S. cerevisiae Candida pump triplex, Nile Red efflux; inhibition, % at 10 µM; hit rate 0.44% among 330,000; AID 485275;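 active means plate passing quality check with inhibition over a set limit, or well fluorescence over plate mean plus 4 SD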;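 further: Nile Red retained in pooled yeast measured as flow cytometry median fluorescence; 0% = buffer negative control and 100% = Enniatin B positive control; higher means more Nile Red kept so more efflux inhibition; some compounds called inactive have numbers as strong as hits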
procasp7 counter: counter-screen: procaspase-7 (human) activation; recombinant procaspase-7, Ac-DEVD-pNA absorbance 405 nm; D23A/D198A/D206A triple mutant, cannot self-cleave; scale: DMSO 0, 5 µM enzyme 100; activation, % at 8.5 µM; P55210; hit rate 0.093% among 330,000;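 active means percent activation above the screen-wide mean plus 3 SD, cut at about 25% in these data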
Target sequence (P55210 whole entry D23A/D198A/D206A): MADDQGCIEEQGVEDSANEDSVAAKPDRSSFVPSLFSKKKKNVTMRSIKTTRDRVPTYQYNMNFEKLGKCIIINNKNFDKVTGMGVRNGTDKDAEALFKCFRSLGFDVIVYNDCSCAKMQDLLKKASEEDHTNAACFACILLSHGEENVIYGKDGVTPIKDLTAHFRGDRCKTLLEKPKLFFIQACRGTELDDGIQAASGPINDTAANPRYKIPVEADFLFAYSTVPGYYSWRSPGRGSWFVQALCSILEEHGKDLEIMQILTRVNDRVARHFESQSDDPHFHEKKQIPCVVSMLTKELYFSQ
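buffer or medium = Zinc-free HEPES/NaCl buffer, pH 7.4 | material = Procaspase-7 triple mutant (PC-7 D3A) | input = 2 µM procaspase-7 mutant as dispensed | signal = Epi-absorbance of released pNA at 405 nm, two timepoints | timing = 1 h preincubation, 2 h reaction | replicates = singlicate compound testing | evaluation = % activation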
GASC-1 inh: blocks human GASC-1 demethylase activity; Q9H3R0; GST-JMJD2C(1-420) H3K9me3 demethylation, DELFIA europium; inhibition, % at 2.35 µM; hit rate 0.069% among 330,000;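 active means more than half of a compound's replicate wells show inhibition beyond 50%, single wells judged on their own value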;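 further: signal counts dimethyl H3K9 product captured on neutravidin plate; 0% = median of DMSO wells and 100% = 0.3 times that DMSO median; strong numbers were not always called active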
Fh CTSL1 inh: cathepsin L1 inhibition, PFM18AAP counter-screen; recombinant F. hepatica cathepsin L1, Z-Leu-Arg-MCA fluorescence; inhibition, % at 5.96 µM; hit rate 0.49% among 300,000;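 active means inhibition above the mean of all tested compounds plus 3 SD, set per screening campaign, cut at about 17% in these data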;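 further: 0% = plate median of test compound wells and 100% = 1 µM Z-Phe-Ala-diazomethylketone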
PP5 primary: blocks human protein phosphatase 5 activity. AID 1987. hit rate 0.18% among 320,000. purified PP5c, OMFP substrate fluorescence. inhibition, % at 6.7 µM;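 active means inhibition above the campaign's mean inhibition across all tested compounds plus 3 SD, cut at about 9.5% in these data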;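 further: 0% = DMSO only and 100% = 100 µM cantharidin control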
Target sequence (P53041 whole entry, looked up): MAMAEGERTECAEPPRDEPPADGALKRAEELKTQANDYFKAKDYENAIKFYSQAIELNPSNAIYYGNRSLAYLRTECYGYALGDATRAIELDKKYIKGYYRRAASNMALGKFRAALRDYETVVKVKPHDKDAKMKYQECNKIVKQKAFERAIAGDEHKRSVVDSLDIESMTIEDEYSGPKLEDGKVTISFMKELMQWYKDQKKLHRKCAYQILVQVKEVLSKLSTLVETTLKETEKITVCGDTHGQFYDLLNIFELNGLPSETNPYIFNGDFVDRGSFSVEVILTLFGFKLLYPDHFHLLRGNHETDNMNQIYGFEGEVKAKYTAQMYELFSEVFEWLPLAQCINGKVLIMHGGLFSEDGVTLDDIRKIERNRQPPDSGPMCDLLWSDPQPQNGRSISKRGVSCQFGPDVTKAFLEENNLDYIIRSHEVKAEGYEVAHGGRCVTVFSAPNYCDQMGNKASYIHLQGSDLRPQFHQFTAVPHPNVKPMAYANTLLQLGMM
PP1 inh: blocks human PP1-alpha phosphatase, a PP5 counter-screen | P62136 | purified PP1alpha, OMFP fluorescence | inhibition, % at 6.7 µM | hit rate 0.9% among 320,000;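 active means inhibition above the mean inhibition of all tested compounds plus 3 SD, computed separately for each screening campaign, cut at about 15% in these data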
TPT1 inhibitor: C. albicans TPT1 enzyme inhibition | inhibition, % at 5 µM | AID 1962 | recombinant caTPT1, FP RNA substrate dephosphorylation | hit rate 0.81% among 300,000;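 active means inhibition above the mean of all tested compounds plus 3 SD, set per screening campaign, cut at about 24% in these data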;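 further: plate controls were DMSO alone for no effect and ferristatin control at 100 nM for full effect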
HCV core dimer: HCV core protein dimerization inhibition; TR-FRET GST/Flag-core106 dimerization, 1536-well; inhibition, % at 5 µM; hit rate 0.33% among 300,000; AID 1899;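 active means inhibition above the mean of all tested compounds plus 3 SD, set per screening campaign, cut at about 45% in these data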
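test system = GST/Flag-tagged HCV core106 proteins | probe or stimulus = Eu donor and XL665 acceptor anti-tag antibodies | times = compound-protein-antibody incubation 4 h at 22.5 °C | signal = TR-FRET, excitation 340 nm, emission 617 and 671 nm | measure = percent inhibition of core106 dimerization signal | controls = wells lacking GST-core106 and wells with excess unlabelled core106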
* marks the source's active call; other numbers are inactive results; . = no result given.

SMILES	proCasp3 act	Efflux pump inh	procasp7 counter	GASC-1 inh	Fh CTSL1 inh	PP5 primary	PP1 inh	TPT1 inhibitor	HCV core dimer
CCN(CC)S(=O)(=O)c1ccc(Cl)c(NC(=O)c2ccncc2)c1	11	0.1	-3	-5	-5	0.2	0	-4	0
O=C(Nc1nnc(S(=O)(=O)N2CCN(c3ccc(F)cc3)CC2)s1)c1ccco1	12	-0.1	-3	6	3	4.0	4	-2	10
Cc1ccc(S(=O)(=O)N2CCOCC2)cc1NC(=O)COC(=O)COc1ccccc1[N+](=O)[O-]	0	-0.1	-1	-3	.	.	.	.	.
COC(=O)c1c(-c2ccccc2)nn(-c2ccccc2)c1C(=O)OC	6	0.1	-1	4	-2	1.6	-4	1	3
COc1ccc2oc(C(=O)NC(C)(C)C)c(C)c2c1	0	-0.1	4	9	4	0.7	1	2	-2
Cc1cc(C)c(S(=O)(=O)Nc2ccc(C(=O)O)cc2)cc1S(=O)(=O)Nc1ccc(C(=O)O)cc1	-10	0.0	12	-2	-6	1.9	0	-5	-3
CCCCCCC(=O)N1C/C=C\C(c2ccc(OC)cc2)N(Cc2ccc(F)cc2)C(=O)[C@H]1Cc1ccccc1 (stereo not given in full)	-5	0.0	-2	-6	5	0.9	10	-7	-8
CCn1c(C)cc(/C=C2\SC(=O)N(CC(=O)Nc3ccc(C)c(C)c3)C2=O)c1C	1	-0.1	2	-34	-2	1.5	-3	1	-1
CCCCN(C(=O)c1ccc(S(=O)(=O)N2CCC(C)CC2)cc1)C1CCS(=O)(=O)C1 (stereo not given)	1	0.5	0	74	1	-1.6	-7	-1	0
C=CCn1c(SCc2cc(C(=O)OC)c(C)o2)nnc1-c1ccncc1	-3	0.0	-8	8	-1	-2.8	0	2	13
CCC(CC)C(=O)Nc1cccc(C(=O)c2ccccc2)c1	2	-0.1	-4	-3	5	1.2	1	-2	-5
Nc1nnc(Cc2ccccc2)s1	-4	-0.1	-7	-2	-3	1.2	-3	1	0
O=C(Cc1cccc(C(F)(F)F)c1)Nc1cc(S(=O)(=O)N2CCOCC2)ccc1N1CCCC1	8	0.3	8	-4	.	5.0	-3	.	.
Cc1cc2nc3c(=O)n(Cc4ccccc4)c(=O)[nH]c3nc2cc1N	-23	0.5	-25	5	4	-5.4	3	-51	8
O=C(c1ccc2c(c1)OCO2)N1CCN(c2ccccc2F)CC1	7	0.2	-5	5	2	-0.3	-1	-6	-4
CCN1C(=O)/C(=C2\SC(=S)N(NC(=O)c3cccnc3)C2=O)c2ccccc21	-10	0.0	-16	0	6	1.7	-4	-3	11
O=C(O)c1cc(NN=Nc2cccc(S(=O)(=O)O)c2)cc([N+](=O)[O-])c1	-7	-0.1	-5	41	-2	0.2	0	-5	-7
CC(C)c1ccc(NC2CCCN(C(=O)CCN3Cc4ccccc4C3=O)C2)cc1 (stereo not given)	-4	0.0	-4	6	1	2.0	-4	-3	-1
[O-][n+]1ccc(OCc2ccccc2)cc1	-15	-0.1	4	-7	-4	-3.5	-3	4	0
CCOC(=O)c1c(NC(=S)Nc2ccccc2)sc2c1CC(C)(C)SC2	-11	0.5*	-16	-3	2	5.2	0	22	26
Cc1cc(NC(=O)CSc2nc(C(C)C)nc3sc4c(c23)CCC(C)C4)no1 (stereo not given)	4	0.4	-4	-1	-6	2.2	-5	-2	4
CCCC(=O)NC(C)c1nc2ccccc2[nH]1 (stereo not given)	-1	0.2	4	-12	-1	-0.6	-4	4	-4
O=C1CC(c2ccc3c(c2)OCCO3)Oc2ccc([N+](=O)[O-])cc21 (stereo not given)	-1	-0.1	7	-6	1	1.6	1	3	12
CCc1cccc(NC(=O)CCCN2C(=O)C(c3ccccc3)Oc3cccnc32)c1 (stereo not given)	2	-0.2	5	-8	-1	2.9	3	0	6
Cc1ccc([N+](=O)[O-])c(OCCCN2CCC(Cc3ccccc3)CC2)c1	-1	0.1	2	3	0	1.4	5	2	-12
C=CCN1C(=O)c2ccccc2NC1c1ccc(Br)s1 (stereo not given)	9	0.0	-10	4	1	0.4	-1	4	11
CCNC(=O)c1c(NC(=O)C2COc3ccccc3O2)sc2c1CCCC2 (stereo not given)	-8	-0.1	5	6	2	1.7	5	0	4
CC(C)(C)OC(=O)N1CCC(NC(=O)c2nc[nH]c2C(=O)N2CCc3ccccc3C2)CC1	9	0.1	8	3	.	-1.8	-4	.	.
O=C(COC(=O)CCC(=O)c1cccs1)Nc1cccc(F)c1	19	-0.1	2	-4	.	-0.7	0	.	.
CC(=O)Nc1ccccc1Sc1ccc2c3c(cccc13)C(=O)N(c1ccc(C)cc1)C2=O	10	0.3	-1	-2	-2	0.5	-1	-1	-5
CCOC(=O)Cc1csc(NS(=O)(=O)c2ccc(F)cc2)n1	3	-0.1	4	-10	3	0.3	-1	-11	1
O=C(O)/C(=C\c1ccccc1)c1ccccc1	-5	-0.2	4	-3	9	-0.4	10	0	-1
COc1cc(OC)cc(C(=O)NNC(=O)C2CCCC2)c1	5	-0.2	1	-26	1	1.3	-1	2	-10
Fc1ccc(-c2cc(C(F)(F)F)nc(N3CCCCC3)n2)cc1	14	-0.1	-5	-18	1	-1.2	-1	0	-5
O=C(Nc1nnc(S(=O)(=O)N2CCOCC2)s1)c1ccccc1Cl	9	0.0	2	3	8	-6.4	-6	1	-11
CCN(CC)S(=O)(=O)c1ccc(C(=O)Nc2ncn(Cc3ccccc3)n2)cc1	1	-0.1	10	-9	-2	0.9	-4	-2	-1
COc1ccccc1NC(=O)CSc1ncn(-c2ccccc2)n1	-1	-0.2	7	32	2	5.0	2	2	5
O=C(Cc1ccc(Cl)cc1Cl)NCc1cccnc1	-3	0.0	7	-15	-3	0.6	-2	2	2
O=[N+]([O-])c1ccc(-c2ccc(/C=N/c3c(-c4ccco4)nc4ccccn34)o2)cc1	0	0.1	1	1	4	-2.4	-1	8	3
COc1ccc2oc(=O)c(C(=O)NCCc3ccc(OC)c(OC)c3)cc2c1	-1	-0.1	-5	-17	-1	3.9	-2	-2	-6
O=C1C=C(c2ccc(-c3ccccc3)cc2)C[C@@H](c2ccc3c(c2)OCO3)C1	4	-0.1	9	5	.	-1.2	-9	.	.
Cc1cc(NC(=O)Nc2ccc(Cl)cc2)n(C(C)(C)C)n1	-2	0.0	-5	8	-3	-1.2	-2	-1	7
Cc1ccc(C2CC(=O)C(C=NCCN3CCN(C(=S)Nc4ccccc4)CC3)=C(O)C2)cc1 (stereo not given)	-2	0.1	-5	-2	-1	1.9	-4	2	4
COc1ccc(CCNC(=O)C2CC(=O)N(c3ccc(C)cc3)C2)cc1OC (stereo not given)	6	0.1	3	8	5	-0.5	-2	-4	5
CCOc1ccc(NC(=O)c2ccc(Cn3nc(C)cc3C)o2)cc1	3	-0.2	7	8	1	0.6	1	-5	-8
COc1ccc2c(-c3ccccc3)cc(N3CCOCC3)nc2c1	5	-0.2	10	1	3	1.2	4	-2	-2
O=C(Nc1ccccc1)N(CCc1nc2ccccc2[nH]1)C1CCCC1	0	-0.2	-5	37	1	4.5	-6	0	-3
COc1ccc(N/C=C/C(=C(C#N)C#N)N(C)C)cc1	1	-0.1	9	-18	-3	-0.4	-4	-2	0
O=C(CSC(=S)N1CCOCC1)c1cc(Br)cc(Br)c1O	-12	-0.1	-15	-5	-1	1.1	4	-4	18
Cc1ccc(N)c(C(O)(C(F)(F)F)C(F)(F)F)c1	-2	-0.2	4	-6	-3	1.6	1	-5	0
CC(=O)c1c(C)nn(-c2ccccc2)c1C	9	-0.1	5	0	-4	0.3	-6	-2	0
O=C(CN1C(=O)C(=O)N(Cc2ccco2)C1=O)Nc1ccc(F)c(F)c1F	3	0.1	8	5	.	.	.	.	.
Cc1ccc(NC(=O)C2CCN(S(C)(=O)=O)CC2)cc1Cl	-1	0.2	2	-23	1	0.4	-2	-1	-3
COc1ccc(C(=O)NCCc2nnc3ccc(SCC(=O)Nc4cc(C)on4)nn23)cc1	-3	0.0	-6	-1	-5	-1.1	0	-3	1
COc1cccc(-n2c(SCc3cc(=O)oc4cc(O)c(O)cc34)nc3ccccc3c2=O)c1	7	-0.2	-7	-11	-1	3.0	12	2	8
CC(NC(=O)CCc1ccccc1)c1ccc2c(c1)OCO2 (stereo not given)	6	0.2	6	2	3	2.8	6	1	2
C=CCn1c(SCC(=O)N(CCOC)c2c(N)n(CC(C)C)c(=O)[nH]c2=O)nc2ccccc21	1	-0.1	0	11	-1	-1.0	0	0	-3
CC(O)CNc1ccc(-c2n[nH]c(=O)c3ccccc23)cc1[N+](=O)[O-] (stereo not given)	7	0.0	-20	0	2	2.1	1	-3	3
CC(Sc1nnc(C2CC2)n1C1CC1)C(=O)N(C)C1(C#N)CCCCC1 (stereo not given)	3	0.1	13	-3	.	2.0	-6	.	.
O=C(NCc1ccccc1Cl)c1csc2c1CCCCC2	1	0.3	5	5	1	1.6	-3	-1	12

Results in proCasp3 act and Fh CTSL1 inh (3 entries from above):
SMILES	proCasp3 act	Fh CTSL1 inh
O=C(CN1C(=O)C(=O)N(Cc2ccco2)C1=O)Nc1ccc(F)c(F)c1F	3	.
Cc1ccc(NC(=O)C2CCN(S(C)(=O)=O)CC2)cc1Cl	-1	1
COc1ccc(C(=O)NCCc2nnc3ccc(SCC(=O)Nc4cc(C)on4)nn23)cc1	-3	-5

(further entries)
SMILES	proCasp3 act	Efflux pump inh	procasp7 counter	GASC-1 inh	Fh CTSL1 inh	PP5 primary	PP1 inh	TPT1 inhibitor	HCV core dimer
c1ccc(CSc2ncnc3c2oc2ccccc23)cc1	-6	0.0	1	-5	0	2.9	1	-3	-24
N#Cc1ccc(-c2ccc(OCC(O)Cn3nnc4ccccc43)cc2)cc1 (stereo not given)	9	0.2	1	.	-1	6.7	2	2	7
CCOC(=O)C1C(=O)CC(C)(O)C(C(=O)OCC)C1c1ccc(F)cc1 (stereo not given)	1	0.1	6	2	2	-0.9	-1	0	-7
CCOC(=O)c1cn(Cc2ccc(C)cc2)c2cc(F)ccc2c1=O	-3	0.1	1	-20	1	-0.8	-1	1	5
COc1ccccc1C(=O)NCCSCc1c(F)cccc1Cl	11	-0.1	7	5	2	0.9	4	1	7
CCOC(=O)N1CCN(Cc2c(NC(=O)c3ccco3)sc(C)c2C)CC1	2	0.0	-8	18	-2	1.7	3	-6	10
O=C(COC(=O)Cn1cnc2ccccc2c1=O)Nc1ccc(Cl)cc1	6	-0.4	4	-5	-2	0.1	-3	-4	-4
CCOC(=O)C1=C(CC)OC(N)=C(C#N)C1c1cccs1 (stereo not given)	2	-0.2	5	-18	-6	1.1	3	-17	-4
N#Cc1c(N)nc(Sc2ccc(Cl)cc2)c(C#N)c1-c1ccccc1Cl	7	0.2	1	3	0	3.1	-2	6	7
